# Compound activity deposited in PubChem by several laboratories.
# APP 5'UTR act: activators of APP 5'UTR luciferase reporter, primary screen, SH-SY5Y cells; SH-SY5Y APP 5'UTR luciferase reporter, luminescence; zero percent = DMSO vehicle wells; activation, % at 2 µM; 190,000 tested, 1% active;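 active = activation above a set limit, based on mean plus 3 SD of controls, cut at about 140% in these data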; note: values of inactives mirror those of a sister screen read the other way
# APP transl inh: inhibitors of APP translation via 5'UTR reporter, primary screen, APP 5'UTR luciferase, SH-SY5Y cells. SH-SY5Y APP 5'UTR-luciferase reporter, luminescence. inhibition, % at 2 µM. 190,000 tested, 0.82% active;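 active = inhibition above a set limit, derived from the sample mean plus 3 SD, cut at about 45% in these data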; note: values of inactives mirror those of a sister screen read the other way
# FLuc act counter: FLuc activators, initial screening, artefact control for FLuc-dependent activation tests, biochemical, ATPlite luminescence. activation factor at 10 µM. 200,000 tested, under 10 active. Luciferin 4-monooxygenase (Photinus pyralis), P08659. ATPlite luciferase biochemical, 10 min; 0 = ATP-free wells, 1 = DMSO control. AID 1027, 2008;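 active = luciferase activation factor, scaled between plate controls, of at least 2 with compound at 10 µM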
#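 System: cell-free luciferase reagent; medium: PBS as buffer for the ATP substrate; doses: test compounds dosed from 2 mM stocks in 100% DMSO; incubation: 10 min, room temperature; measured by: luminescence from luciferase reaction; read-out: luciferase activation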
# Diaph inh CS: diaphorase inhibitors and chemical oxidizers, primary screen, counter-screen for diaphorase-coupled primary assays, biochemical, uHTS, resorufin fluorescence. diaphorase resazurin-to-resorufin fluorescence, NADH, 16 min; bacterial (C. kluyveri) enzyme, not human. inhibition, % at 20 µM. 190,000 tested, 0.69% active. AID 1217, 2008;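 active = primary screen inhibition at 20 µM above a set limit, cut at about 50% in these data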;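 note: plate controls were DMSO with full reaction for no effect and wells lacking NADH for full effect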
#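 System: Diaphorase enzyme from Clostridium kluyveri | Amount: Enzyme working solution with 0.14 U/mL diaphorase | Benchmarks: No-NADH positive control and DMSO neutral control | Signal: Fluorescence of resorufin formed from resazurin, Ex 544/Em 590 nm | Schedule: 16-min room-temperature incubation before reading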
# G6PDH CS: L. mesenteroides G6PDH inhibitors, counter-screen for G6PDH-coupled screening assays, biochemical, Leuconostoc mesenteroides enzyme | glucose-6-phosphate dehydrogenase [Leuconostoc mesenteroides] | Purified L. mesenteroides G6PDH, diaphorase/resazurin coupled fluorescence, 45 min | inhibition, % at 5 µM | 200,000 tested, 0.12% active; in the data active = inhibition above about 50%
# STAT1 activator: STAT1 signaling activators, primary screen, cell-based, HTS, luciferase reporter. NIH 3T3 STAT1-luciferase reporter, IFN-gamma, luminescence; 100% = IFN-gamma alone, no compound. AID 932, 2007. activation (% of control), % at 5.5 µM. 200,000 tested, 2.6% active;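 active = activation above the screen-wide mean activation plus 3 SD, cut at about 130% in these data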;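 note: raw ratio to IFN-gamma control signal so 100% means no change and 0% no light; values of inactives mirror those of a sister screen read the other way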
# FLuc inhib CS: firefly luciferase enzyme inhibitors, primary screen, artefact control for luciferase-based inhibitor screens, biochemical, luminescence, ATPLite | Luciferin 4-monooxygenase (Photinus pyralis), P08659 | 10 min | inhibition, % at 10 µM | 200,000 tested, 1.5% active | AID 1006, 2008;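 active = inhibition above about 50% when tested at 10 µM, limit read from the data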
# Diaph act CS: compounds boosting diaphorase resazurin reduction – biochemical, uHTS, resorufin fluorescence, counter-screen for diaphorase-coupled primary assays, primary screen | Diaphorase/resazurin coupled assay, 16 min; active compounds read high; 1 = vehicle wells, 0 = NADH-free wells | activation factor at 20 µM | 190,000 tested, 0.005% active;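 active = diaphorase activity raised at least twofold by the compound at 20 µM; inactive = activation factor below 2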
#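 Material: Purified diaphorase enzyme from Clostridium kluyveri | Buffer or medium: 50 mM HEPES pH 7.4 with 4.542 mM MgCl2, 0.005% Tween 20 | Times: 16 min enzyme reaction, ambient temperature | Signal: Red resorufin fluorescence at 544/590 nm excitation/emission | Measure: Increased resorufin signal from activators or reducing compounds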
# NF-kB neuron act: activators of NF-kB expression in neurons, primary screen, cell-based, HTS; human neuronal cells, NF-kB reporter expression; active compounds read high; fold change at 12.5 µM; 190,000 tested, 1.6% active; in the data active = fold change above about 3.3
# TLR4-MyD88 BLA: inhibitors of TLR4-MyD88 association in cells, primary screen, cell-based, HeLa CL3-4, BLA complementation, FRET ratio; Toll-like receptor 4 (Homo sapiens) + Myeloid differentiation primary response protein …; inhibition, % at 8.4 µM; AID 861, 2007; HeLa CL3-4 TLR4/MyD88 BLA complementation; 200,000 tested, 0.18% active; in the data active = inhibition above about 25%;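 note: 0% = vehicle and 100% = reference inhibitor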
# Target sequence (O00206 whole entry, looked up): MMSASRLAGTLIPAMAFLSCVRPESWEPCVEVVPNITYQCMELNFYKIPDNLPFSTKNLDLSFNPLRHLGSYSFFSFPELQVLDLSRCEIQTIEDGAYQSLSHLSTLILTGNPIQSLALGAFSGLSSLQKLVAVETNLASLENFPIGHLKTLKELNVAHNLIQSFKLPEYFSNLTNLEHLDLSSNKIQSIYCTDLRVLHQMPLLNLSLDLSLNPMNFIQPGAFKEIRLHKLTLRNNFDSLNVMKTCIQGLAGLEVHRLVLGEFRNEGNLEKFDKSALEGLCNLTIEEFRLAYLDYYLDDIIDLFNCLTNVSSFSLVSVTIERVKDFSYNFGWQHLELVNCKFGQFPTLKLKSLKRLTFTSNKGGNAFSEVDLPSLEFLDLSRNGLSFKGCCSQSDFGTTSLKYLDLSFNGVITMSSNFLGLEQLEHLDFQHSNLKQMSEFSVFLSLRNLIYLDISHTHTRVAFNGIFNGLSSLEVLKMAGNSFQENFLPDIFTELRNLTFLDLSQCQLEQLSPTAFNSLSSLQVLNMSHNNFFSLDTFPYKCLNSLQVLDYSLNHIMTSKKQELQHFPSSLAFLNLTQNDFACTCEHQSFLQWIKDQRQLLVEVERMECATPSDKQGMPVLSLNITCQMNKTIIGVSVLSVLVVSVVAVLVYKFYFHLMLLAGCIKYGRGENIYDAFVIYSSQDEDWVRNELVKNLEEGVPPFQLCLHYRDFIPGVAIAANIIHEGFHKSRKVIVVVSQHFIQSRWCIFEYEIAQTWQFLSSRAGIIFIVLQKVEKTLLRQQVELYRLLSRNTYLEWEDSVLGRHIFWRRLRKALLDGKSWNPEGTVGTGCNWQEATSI
# Target sequence (Q99836 whole entry, looked up): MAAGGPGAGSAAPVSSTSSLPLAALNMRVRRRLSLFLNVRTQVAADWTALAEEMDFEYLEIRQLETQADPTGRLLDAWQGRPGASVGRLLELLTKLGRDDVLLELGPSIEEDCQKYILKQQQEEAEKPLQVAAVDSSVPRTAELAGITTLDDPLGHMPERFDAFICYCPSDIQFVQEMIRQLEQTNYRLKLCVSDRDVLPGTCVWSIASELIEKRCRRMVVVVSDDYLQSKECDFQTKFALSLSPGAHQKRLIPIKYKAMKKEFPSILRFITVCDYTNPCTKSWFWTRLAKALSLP
# Active calls of the source: *; · = not tested or not shown.
SMILES,APP 5'UTR act,APP transl inh,FLuc act counter,Diaph inh CS,G6PDH CS,STAT1 activator,FLuc inhib CS,Diaph act CS,NF-kB neuron act,TLR4-MyD88 BLA
O=S(=O)(c1ccc(S(=O)(=O)n2cnc3ccccc32)cc1)N1CCCCCC1,0,0,1,8,2,104,-3,0.9,1.2,11
O=C(Nc1nccs1)c1ccc(-c2ccc(Cl)cc2)o1,133,-133,0.1,10,21,138*,85*,0.9,6.1*,1
CC(=O)Nc1cc(C(=O)N2CCN(C)CC2)ccc1S(=O)(=O)c1ccc(C)cc1,-10,10,1,1,4,106,-2,1,1.3,-11
CCOC(=O)c1cnc(-c2ccccc2)[nH]c1=O,9,-9,1,6,3,104,0,0.9,1.3,-2
CC1(C)CC(=O)C(C(=S)Nc2ccc(F)cc2)=C(NCCN2CCOCC2)C1,-3,3,1.1,18,5,102,-8,0.8,1,-1
N/C(=N\OC(=O)c1ccc(F)cc1)c1ccccc1,94,-94,0,6,5,157*,97*,0.9,3.5*,10
Cn1c(=O)cc(SCC(=O)N2CCOCC2)c2ccc(Cl)cc21,12,-12,1.1,14,-1,94,-5,0.9,1.1,-6
O=C(/C=C/c1ccc(Cl)cc1Cl)c1nc2ccccc2[nH]1,6,-6,0.3,5,3,101,66*,1,1.2,5
COc1ccccc1OCCn1c(=O)sc2ccccc21,20,-20,1,21,1,102,-1,0.8,1.3,-3
COc1ccccc1N(CC(=O)NC1CCCC1)C(=O)c1oc(C(C)(C)C)cc1C,2,-2,1.1,24,18,88,-7,0.8,0.95,-14
CC1C=CCC2C(=O)N(c3ccccc3OC(=O)c3ccco3)C(=O)C12 (stereo unspecified),-6,6,1.1,·,9,98,-7,·,1.2,-3
Cc1onc(-c2ccccc2Cl)c1C(=O)Nc1ccc(S(=O)(=O)NCC2CCCO2)cc1 (stereo unspecified),-1,1,1,22,-1,103,-4,0.8,1.1,-3
O=S(=O)(c1cccc(C(F)(F)F)c1)N1CCC(O)(c2cccnc2)CC1,-8,8,1,17,9,95,-5,0.8,1.2,-12
O=C(NC1CCCC1)c1cccc(S(=O)(=O)N2CCCCC2)c1,14,-14,1.1,6,-1,93,-9,0.9,1.1,4
O=C(NNc1nc(Nc2ccccc2)nc(N2CCOCC2)n1)Nc1ccc(Cl)cc1,8,-8,1,-10,7,101,-1,1.1,0.85,9
CSCCC(NC(=O)c1ccccc1)C(=O)Nc1ccc(NC(C)=O)cc1 (stereo unspecified),4,-4,1,8,17,97,-4,0.9,1.2,1
CC(C)(C)NC(=O)CN(CCc1ccccc1)C(=O)c1csnn1,11,-11,1,·,18,106,-5,·,1.1,-6
COc1cccc(C(C(=O)NC2CCCC2)N(CC2CCCO2)C(=O)Cc2cccs2)c1 (stereo unspecified),20,-20,1.1,7,6,96,-8,0.9,0.99,-8
Cc1ccc(C)c(N2CCN(C(=O)CCc3nc4ccccc4[nH]3)CC2)c1,6,-6,1.1,11,16,104,-10,0.9,0.87,-2
CCO/N=C/C(=O)Nc1ccc(F)cc1F,4,-4,0.9,-10,4,108,7,1.1,1.3,-16
C=CCNC(=O)c1ccc(C(=O)c2ccccc2)cc1,24,-24,0.9,9,5,101,6,0.9,1.3,-1
CCCCNC(=O)c1onc(CSc2cccc(Cl)c2)c1C(=O)O,-13,13,1.1,7,1,102,-7,0.9,1.2,-6
O=C(Nc1ccc2c(c1)OCCO2)c1ccc(NC(=O)C2CCCO2)cc1 (stereo unspecified),9,-9,0.7,4,4,94,26,1,0.98,-4
Cc1nn(-c2ccc(C(=O)OC(C)C)cc2)c(C)c1[N+](=O)[O-],18,-18,1.1,6,10,122,-7,0.9,1.7,-5
CCOc1ccc2nc(N3CCCCCC3)sc2c1,194*,-194,0.6,12,1,191*,42,0.9,7.2*,-5

# More results follow.
SMILES,APP 5'UTR act,APP transl inh,FLuc act counter,Diaph inh CS,G6PDH CS,STAT1 activator,FLuc inhib CS,Diaph act CS,NF-kB neuron act,TLR4-MyD88 BLA
CCCCCn1c(Sc2ccccc2)nc2c1c(=O)[nH]c(=O)n2C,13,-13,1.1,2,-1,93,-12,1,0.94,4
Nc1nc(CN2CCCCCC2)nc(Nc2ccccc2)n1,10,-10,1.1,-6,2,98,-6,1.1,0.74,13
C/C(=N\NC(=O)c1cccc(N2CCCC2=O)c1)c1ccc(N)cc1,6,-6,1,0,-4,113,-3,1,1.4,0
COC(=O)c1cc(=O)nc2scc(C)n12,-15,15,1,-6,9,95,-1,1.1,1.1,0
O=C1c2ccccc2C(=O)N1CC(=O)N1c2ccccc2CCc2ccccc21,3,-3,1.1,26,5,100,-12,0.7,0.84,-25
C=CCc1c(C)c(C#N)c2nc3ccccc3n2c1NCCN(C)C,-2,2,1.1,6,7,95,-10,0.9,1.2,-7
COc1ccc(Cn2nnnc2C(c2ccc(F)cc2)N2CCN(C3CCCC3)CC2)cc1 (stereo unspecified),9,-9,1,27,2,100,-3,0.7,0.95,10
COc1cc(C(=O)OCCc2c(C)nc3nc[nH]n3c2=O)cc(OC)c1OC,18,-18,1,12,5,97,-4,0.9,1.1,1
COc1cc2c(cc1OC)CN(C(=O)CSc1nc3[nH]ncc3c(=O)n1-c1ccccc1)CC2,5,-5,1.1,49,-44,86,-8,0.5,0.66,0
Cc1ccc(-c2nnn(CC(=O)N(c3ccc(F)cc3)C(C(=O)NC3CCCC3)c3ccco3)n2)o1 (stereo unspecified),3,-3,1.1,11,2,95,-8,0.9,1.1,1
O=C(COC(=O)CCSc1ccccc1Cl)Nc1ccc(F)cc1F,8,-8,1.1,15,-17,104,-9,0.9,0.93,3
C=CCNCCOc1ccc(C)cc1[N+](=O)[O-],23,-23,1.1,16,9,101,-8,0.8,0.97,-9
O=C(NCCc1ccc(F)cc1)c1cc(=O)c2ccccc2o1,1,-1,1,14,3,102,-5,0.9,0.95,-14
Cc1cc2c(=O)n(C)c(SCC(=O)c3cc4ccccc4o3)nc2s1,21,-21,1.1,28,-1,89,-6,0.7,1.1,-7
O=C(NCc1ccc2c(c1)OCO2)c1ccc(CS(=O)(=O)c2ccc(Br)cc2)o1,·,·,1.1,2,0,102,-8,1,0.93,-4
CCOC(=O)c1cnn(CCOC(=O)Cc2cccs2)c1NC(=O)Cc1cccs1,-2,2,1.1,11,5,101,-6,0.9,1.1,1
O=C(CSc1ccc([N+](=O)[O-])cn1)Nc1ccc2c(c1)OCCO2,12,-12,1.1,14,3,101,-5,0.9,1.2,-4
Cc1ccc(C)c(CN2CCNC2=O)c1,5,-5,1.1,12,6,102,-6,0.9,1,0
CCC(C)(NC(=O)c1ccccc1)C(=O)O (stereo unspecified),16,-16,1.1,4,-2,98,-8,1,1.1,-8
COc1cc(C(=O)N2CCN(c3ccc(C)cc3C)CC2)cc(OC)c1OC,-76,76*,1.1,8,-11,106,-9,0.9,0.8,9
CCOC(=O)C1(Cc2ccc(Cl)cc2)CCN(C(=O)c2cscn2)CC1,0,0,1.1,-1,8,94,-6,1,0.97,-11
O=C(CSc1nnc(-c2ccc(F)cc2)c2ccccc12)Nc1ccccc1Cl,-3,3,1,1,-17,96,0,1,1.1,0
COc1ccc(-c2c(C)n([O-])c3c([n+]2=O)CCCC3)cc1,6,-6,1.1,3,7,98,-10,1,0.87,7
CC1(C)CC(=O)C/C(=N/NC(=O)c2ccc(-c3ccccc3)cc2)C1,-13,13,1.1,11,10,82,-6,0.9,1,-1
COc1ccc(Nc2oc(COc3ccc(C)cc3)nc2C#N)cc1,2,-2,1,35,4,88,-5,0.7,0.89,1

# The list goes on:
SMILES,APP 5'UTR act,APP transl inh,FLuc act counter,Diaph inh CS,G6PDH CS,STAT1 activator,FLuc inhib CS,Diaph act CS,NF-kB neuron act,TLR4-MyD88 BLA
O=C(CSC(=S)N1CCCCC1)c1ccccc1,242*,-242,0.2,14,16,73,76*,0.9,3.3*,-7
COC(=O)c1ccccc1OCC(=O)N1CCN(c2ccc(Cl)cc2)CC1,4,-4,1,12,8,90,-4,0.9,0.9,-1
CCC(CC)C(=O)Nc1cc(NC(=O)C(CC)CC)cc(C(=O)O)c1,6,-6,1.1,6,-12,94,-7,0.9,1.1,-6
Cc1ccc2cc(C#N)c(SCC(=O)NCC3CCCO3)nc2c1C (stereo unspecified),·,·,1,8,-1,·,-4,0.9,·,·
O=C(CCCC(=O)N(CC(=O)NC1CCCC1)Cc1ccc2c(c1)OCO2)Nc1ccccn1,6,-6,1.1,11,10,102,-6,0.9,1,-1
CNC(=O)COC(=O)COc1ccc2c(C)cc(=O)oc2c1,-4,4,1,-10,3,102,-1,1.1,1.2,6
COC(=O)c1sccc1NC(=O)/C=C/C(=O)O,1,-1,1.1,4,0,90,-5,1,1.1,3
COc1ccccc1C1c2c(C)nn(-c3ccccc3)c2NC(=O)C1NC(=O)c1ccccc1 (stereo unspecified),-16,16,1,2,2,96,-2,1,1.6,-3
CCN(CC)CCCNC(=O)C1CCC(=O)N(c2ccc(OC)cc2)C1c1ccc(F)cc1 (stereo unspecified),2,-2,1,-4,6,91,-1,1,1.1,-14
C=CCn1c(SCC(=O)Nc2cc(C)on2)nc2sc3c(c2c1=O)CCCC3,24,-24,1,-2,1,103,-3,1,0.67,6
Cc1cc(C)c(Cc2c(C)nc3c(C(=O)NCc4ccco4)cnn3c2C)c(C)c1,11,-11,1.1,-1,7,88,-7,1,0.75,-4
CCCCCCC1CC(CCC(=O)Nc2ccc([N+](=O)[O-])cc2)C(=O)O1 (stereo unspecified),-2,2,1,8,-24,101,-3,0.9,1.2,-1
O=c1[nH]c(=S)c2c(n1-c1ccccc1)CCC2,-11,11,0.9,-4,-5,94,9,1,0.97,6

# Records listed above marked active in NF-kB neuron act.
mol	APP 5'UTR act	APP transl inh	STAT1 activator	FLuc inhib CS	NF-kB neuron act	TLR4-MyD88 BLA
O=C(Nc1nccs1)c1ccc(-c2ccc(Cl)cc2)o1	133	-133	138*	85*	6.1*	1
N/C(=N\OC(=O)c1ccc(F)cc1)c1ccccc1	94	-94	157*	97*	3.5*	10
CCOc1ccc2nc(N3CCCCCC3)sc2c1	194*	-194	191*	42	7.2*	-5
O=C(CSC(=S)N1CCCCC1)c1ccccc1	242*	-242	73	76*	3.3*	-7
